E-sel inducer – E-selectin induction on HUVECs. HUVEC E-selectin immunofluorescence imaging; normalized: neutral wells 0, TNF-alpha wells 100. activation, % at 7.58 µM. 0.37% of 260,000 active;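 active = mean E-selectin-positive cell signal at least 10% of the positive control, reached in at least 60% of replicates, without over 20% cell loss; inconclusive = no rule given, readout overlaps actives, possibly toxicity-flagged; inactive = the rest, including those meeting only one limit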;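 note: in these data hits start at about 27%; measured in HUVEC primary endothelial cells; signal is the percent of cells scored E-selectin positive by PE staining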
Target sequence (P16581 whole entry, looked up): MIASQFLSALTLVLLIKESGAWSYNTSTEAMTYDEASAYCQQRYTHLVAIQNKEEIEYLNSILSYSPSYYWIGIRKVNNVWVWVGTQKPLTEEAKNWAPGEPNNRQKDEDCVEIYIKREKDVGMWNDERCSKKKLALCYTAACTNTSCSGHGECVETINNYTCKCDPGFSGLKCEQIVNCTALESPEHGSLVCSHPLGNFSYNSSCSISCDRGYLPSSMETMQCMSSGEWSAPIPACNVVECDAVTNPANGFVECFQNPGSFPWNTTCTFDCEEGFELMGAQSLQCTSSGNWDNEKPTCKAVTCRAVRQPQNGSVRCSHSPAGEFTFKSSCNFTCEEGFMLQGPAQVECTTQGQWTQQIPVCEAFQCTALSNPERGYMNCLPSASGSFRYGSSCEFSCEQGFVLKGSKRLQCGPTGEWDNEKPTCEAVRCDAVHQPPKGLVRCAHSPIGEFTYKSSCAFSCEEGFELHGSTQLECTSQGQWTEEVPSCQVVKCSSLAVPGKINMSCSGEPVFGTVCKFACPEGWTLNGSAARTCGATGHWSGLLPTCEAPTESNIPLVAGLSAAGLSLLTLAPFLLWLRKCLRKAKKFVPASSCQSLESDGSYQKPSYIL
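System: HUVEC, human umbilical vein endothelial cells; quantity: 3,000 cells/well; buffer or medium: EGM-2 medium, gelatin-coated wells; dosing: single-point compound dose; detection: immunofluorescence imaging; evaluation: % PE-positive cells; benchmarks: TNF-alpha, DMSO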
ARNT-TACC3 inh – disruptors of human ARNT/TACC3 interaction | Q9Y6A5 | AlphaScreen His-ARNT PAS-B/GST-TACC3 binding, luminescence; TACC3 fragment carries E629A point mutation | inhibition, % at 9.99 µM | 0.66% of 390,000 active | AID 623870;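 active = mean inhibition of replicates at least 50% and at least half of replicates each reaching 50%; inconclusive = half or more replicates reach 50% but mean below 50%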;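 note: 0% = complete ARNT plus TACC3 wells and 100% = ARNT alone without TACC3; many hits fall short of the cut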
RAD52 anneal inh – blocks human RAD52 DNA annealing; P43351; recombinant RAD52 DNA annealing, FRET fluorescence; inhibition, % at 18.7 µM; 0.46% of 360,000 active; AID 651710;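 active = every replicate showing at least 50% inhibition; inconclusive = mean inhibition at least 50% but not in every replicate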
PglD DTNB – inhibitors of Campylobacter jejuni PglD acetyltransferase | purified PglD enzyme, DTNB colorimetric CoA detection | inhibition, % at 12.5 µM | 0.098% of 360,000 active | AID 602405; in the data active = inhibition above about 16%, passing the limit was not always enough; inconclusive = no clear call, values can overlap the other calls; note: strong numbers were not always called active
ERp5 inh – ERp5 (human) disulfide isomerase inhibition. Q15084. ERp5 insulin aggregation, absorbance 650 nm, 90 min. inhibition, % at 9.99 µM. 0.05% of 350,000 active. AID 651711;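 active = mean replicate inhibition above about 25%, with every replicate also reaching it, limit read from the data, passing the limit was not always enough; inconclusive = only one of those two criteria met; inactive = neither criterion met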
Target sequence (Q15084 whole entry, looked up): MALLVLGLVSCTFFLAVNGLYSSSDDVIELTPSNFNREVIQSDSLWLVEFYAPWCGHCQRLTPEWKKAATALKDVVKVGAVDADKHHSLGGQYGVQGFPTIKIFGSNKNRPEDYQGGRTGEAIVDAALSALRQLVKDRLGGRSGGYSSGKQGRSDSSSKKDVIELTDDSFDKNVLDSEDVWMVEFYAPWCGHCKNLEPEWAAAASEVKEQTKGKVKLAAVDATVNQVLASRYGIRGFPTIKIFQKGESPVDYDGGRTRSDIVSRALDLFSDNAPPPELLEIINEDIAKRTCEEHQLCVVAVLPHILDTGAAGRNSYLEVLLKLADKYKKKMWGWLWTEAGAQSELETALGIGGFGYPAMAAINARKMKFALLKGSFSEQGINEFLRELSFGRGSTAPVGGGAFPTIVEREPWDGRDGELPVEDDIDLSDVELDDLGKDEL
esBAF inh – SWI/SNF esBAF complex inhibition | mouse ES cells, Bmi1-luciferase knock-in reporter, 24 h; 100% = twice the neutral-well signal | reporter increase, % at 12.5 µM | 2% of 350,000 active | AID 602393; in the data active = activation above about 40%; inconclusive = no clear call, values can overlap the other calls;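 note: 0% = median of the plate's neutral control wells and 100% = double that signal; a rise in the Bmi1 reporter signal indicates esBAF inhibition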
CASP6 VEID inh – blocks human caspase-6 cleavage activity. P55212. purified caspase-6, Z-VEID-R110 cleavage fluorescence. inhibition, % at 12.5 µM. 0.53% of 350,000 active. AID 686996;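 active = mean inhibition across replicates at least about 35%, with every replicate also reaching that limit, limit read from the data; inconclusive = only one of the two criteria met; inactive = neither criterion met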;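 note: 0% = median of neutral control wells and 100% = no fluorescence left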
RAD54 inh – RAD54 (human) branch migration inhibition; inhibition, % at 10.4 µM; RAD54 Holliday junction branch migration, FAM/BHQ fluorescence; AID 602329; Q92698; 0.14% of 360,000 active;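 active = mean normalized replicate activity at least 40 and at least half of replicates scoring 40 or more; inconclusive = only one of the two criteria met; inactive = mean below 40 and under half of replicates reaching 40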;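 note: 0% = median of neutral control wells and 100% = median of positive control wells; inhibitors cause a drop in the FAM fluorescence signal; in these data hits start at about 50%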
The depositor's hits bear a star; ? = inconclusive; · = no result given; & = joins results of further samples.

SMILES	E-sel inducer	ARNT-TACC3 inh	RAD52 anneal inh	PglD DTNB	ERp5 inh	esBAF inh	CASP6 VEID inh	RAD54 inh
C[C@H]1CN([C@@H](C)CO)C(=O)c2cc(NC(=O)CCCCCC(=O)Nc3ccccc3N)ccc2O[C@H]1CN(C)S(=O)(=O)c1cn(C)cn1	-4.4	-4	-16	-7	3	-2	·	1
CCC(=O)NC[C@H]1[C@@H](c2ccc(C3=CCCC3)cc2)[C@@H](CO)N1C(=O)CC	0.0	·	-51	·	7	·	1	·
CC1CCCc2sc3ncn(N)c(=N)c3c21 (centres undefined)	2.4	11	-18	-6	4	-4	0	-15
CCOC(=O)Cc1csc(NC(=O)CSc2nnc(C(C)C)n2CC)n1	·	-10	·	2	·	-7	·	-1
O=C(NCCNC(=O)c1ccccc1F)c1ccccn1	0.0	-2	-9	-2	0	5	0	-4
O=C(Nc1ccccc1Cl)C1CC(=O)N(Cc2ccco2)C1 (centres undefined)	·	·	-16	1	4	-3	1	6
Cc1cnc(SCc2ccc(Cl)cc2Cl)[nH]c1=O	1.2	·	-2	·	1	·	-1	·
CN(C)C(=O)c1cccc(-c2ccccc2[C@@H]2[C@H](C#N)N(C(=O)C3CCCC3)[C@H]2CO)c1	0.0	·	-6	·	-4	·	-7	·
COc1cc(C(=O)NNC(=O)CNC(=O)c2ccc(Br)o2)cc(OC)c1OC	·	-11	-13	4	9	·	-1	-6
COc1ccc(S(=O)(=O)N2C[C@H](O)COC[C@H]3O[C@@H](CC(=O)N[C@@H]4CCN(Cc5ccccc5)C4)CC[C@@H]32)cc1	0.4	6	·	-1	·	1	·	-7
Cc1ccnc(SCC(=O)Nc2cccc(S(=O)(=O)N3CCOCC3)c2)n1	-0.1	-15	-12	-1	-10	·	-1	-6
COc1cccc(-c2nc(CS(=O)(=O)CC(=O)NCCc3ccc(OC)cc3OC)c(C)o2)c1	·	4	-11	4	10	-2	-2	-4
Cc1ccc(NS(=O)(=O)c2ccc(OCC(=O)NCC3CCCO3)cc2)cc1 (centres undefined)	·	-7	-14	·	-2	-6	-1	·
COc1ccc(-c2cccc(-c3cc(=O)oc4ccc(C(C)(C)C)cc34)c2)cc1	-0.7	-1	-5	2	4	4	1	7
COc1ccc(Cn2c(-c3ccco3)nc3oc4cc(OC)ccc4c(=O)c3c2=O)cc1	·	-4	·	6	·	?	·	3

The list goes on; the last 2 above are carried over.
SMILES	E-sel inducer	ARNT-TACC3 inh	RAD52 anneal inh	PglD DTNB	ERp5 inh	esBAF inh	CASP6 VEID inh	RAD54 inh
COc1ccc(-c2cccc(-c3cc(=O)oc4ccc(C(C)(C)C)cc34)c2)cc1	-0.7	-1	-5	2	4	4	1	7
COc1ccc(Cn2c(-c3ccco3)nc3oc4cc(OC)ccc4c(=O)c3c2=O)cc1	·	-4	·	6	·	?	·	3
Cc1cc(C)nc(NC(=O)Cc2cccs2)n1	·	-13	·	2	·	-3	·	8
COc1ccc([N+](=O)[O-])cc1N(CC(O)CN(CC(C)C)CC(C)C)S(=O)(=O)c1ccccc1 (centres undefined)	·	5	-8&-2	-5	-3&0	-7	2&0	-5
C=CCNc1oc(-c2ccc(OC)cc2)nc1C#N	·	-2	·	-3	·	79*	·	4
COc1cc(CN2CC3(CN(C(=O)c4cccnc4)C3)c3c([nH]c4cc(OC)ccc34)[C@H]2CO)cc(OC)c1	-0.1	·	2	·	3	·	3	·
COc1ccc(S(=O)(=O)N(C)C[C@H]2Oc3ccc(NS(=O)(=O)c4ccc(Cl)cc4)cc3CC(=O)N([C@@H](C)CO)C[C@@H]2C)cc1	-0.1	12	·	-3	·	-5	·	0
CC(=O)Nc1nonc1C(=O)N1CCC(C)CC1	·	4	·	2	·	6	·	8
C=CCOC(=O)C1=C(C)NC(=S)NC1/C=C/c1ccccc1 (centres undefined)	·	21	·	3	·	-6	·	5
Cc1cc(Cl)ccc1OC(C)C(=O)Nc1cnn(CCCC(=O)O)c1 (centres undefined)	·	33	-14	-3	6	0	2	3
COc1nc(NC2CCCCC2)nc(NC(C)(C)C)n1	·	1	-4	·	4	·	-2	·
O=C(Cn1cc(C(=O)C2CC2)c2ccccc21)NCc1ccccc1	·	-4	·	6	·	?	·	4
N#C/C(=C(/O)COC(=O)c1cccnc1Cl)c1nc2ccccc2[nH]1	8.2	3	-22	·	3	·	1	·
C=CCNc1nc(Cl)nc(NC2CCCCC2)n1	·	0	1	-10	-7	25	-2	1
Fc1ccc(-c2nc(-c3cccs3)[nH]c2-c2ccc(F)cc2)cc1	·	-1	-19	0	-2	·	5	-1
CCN(CC)S(=O)(=O)c1ccc(NC(=S)Nc2ccc(F)cc2)cc1	·	-6	-59	-1	6	-1	-7	-2
Cc1cc(C)cc(NC(=O)CSc2nc3ccccc3nc2N2CCCC2)c1	0.0	0	-39	-2	5	-3	-1	14
CC1CCCN(C(=O)COC(=O)CNS(=O)(=O)c2ccc3ccccc3c2)C1 (centres undefined)	0.4	0	-7	-1	-2	3	-1	12
C[C@@H]1CN([C@@H](C)CO)C(=O)c2cc(C#Cc3ccncc3)cnc2O[C@H]1CN(C)C(=O)CN(C)C	0.0	-8	-12	1	1	-2	1	6
CC(C)NC(=O)Nc1cccc2c1O[C@@H](CN(C)C(=O)Nc1cccc3ccccc13)[C@H](C)CN([C@H](C)CO)C2=O	0.2	3	6	1	0	1	3	1
Cc1ccc(S(=O)(=O)Nc2c(C(=O)O)[nH]c3ccccc23)cc1C	·	3	-18	0	-4	5	14	-10
O=C(C[C@H]1C[C@H]2c3cc(NC(=O)Nc4ccccc4F)ccc3O[C@H]2[C@H](CO)O1)NCC1CC1	-0.8	6	-4	-2	-6	6	-3	5
COC(=O)CCCC1=CC2=CC(=O)C(C)(OC(=O)c3cccs3)C(=O)C2=CN1C1CCCC1 (centres undefined)	1.1	5	-9	-6	-4	10	10	-11
COc1cc2[nH]c(=O)n(CCC(=O)N3CCN(c4cc(Cl)ccc4C)CC3)c(=O)c2cc1OC	·	4	·	-5	·	-4	·	3
CN(C)c1ccc(/C=C(\C#N)C(=O)Nc2nc3c(s2)CCN(Cc2ccccc2)C3)cc1	·	-3	·	1	·	10	·	-9
CC(=O)OCC(OC(C)=O)C(OC(C)=O)C(OC(C)=O)C(=O)Nc1cccc(C)c1 (centres undefined)	·	-1	-3	-1	·	-9	3	7
CCN1CCN(CCOCCOc2ccccc2)CC1	·	7	-1	3	-3	-4	-3	10
Cc1ccc(C)c(NS(=O)(=O)c2ccc(OCC(=O)N3CCCC3)cc2)c1	·	-8	-13	·	-2	·	6	·
CN(C)CC1C2CCC(C2)C1O (centres undefined)	0.0	-3	6	5	1	2	1	-7
CC(C)(C)C(C(=O)n1cccc1C#N)c1ccccc1 (centres undefined)	0.0	-4	-1	-6	2	5	-7	-1
COc1cc2c(cc1OC)C(C(=O)NC(C)c1ccccc1)CC(=O)N2 (centres undefined)	·	-5	-6	6	-5	-7	-1	-6
O=C(CCc1nc(-c2cccs2)no1)NCc1ccc(F)cc1Cl	0.0	-16	1	0	-1	-35	0	6
CC(Sc1ncccn1)C(=O)Nc1ccc2c(c1)OCO2 (centres undefined)	·	0	-5	3	-10	24	-1	6
Cc1ccc(S(=O)(=O)N(C)C[C@@H]2Oc3ccc(NC(=O)Cc4cn(C)c5ccccc45)cc3C(=O)N([C@@H](C)CO)C[C@@H]2C)cc1	-0.7	-8	-25	-1	-4	5	-2	2
COc1ccc(C(CC(=O)c2ccccc2)CC(=O)c2ccccc2)cc1	-4.0	-2	-6	·	2	·	-2	·
COc1ccccc1C(O)(C(=O)NN(C(=O)c1ccccc1)c1ccccc1C)c1cccs1 (centres undefined)	·	-5	·	-7	·	-5	·	2
CCc1ccc(CN2CCN(c3ncccn3)CC2)cc1	0.1	-25	4	-1	-1	6	-2	-5
CCN(c1ccccc1)S(=O)(=O)c1ccc(C(=O)N(CCCN(C)C)c2nc3c(C)cccc3s2)cc1	·	21	48	-3	-1	-8	3	10
COc1ccccc1C(=O)C1CCCN(C(=O)c2cccnc2SC)C1 (centres undefined)	2.2	-1	-11	·	-5	·	4	·
CCOC(=O)Nc1ccc(C)cc1Br	·	6	·	-4	·	0	·	-6
Cc1ccc(NC(=O)COC(=O)C2=NNC(=O)CC2)c(Br)c1	-0.9	35	-20	0	0	-12	3	-4
C=C(C)C1CC=C(C)/C(=N/NC(=O)COc2ccc(C)cc2)C1 (centres undefined)	·	-1	·	-4	·	0	·	-1
CCOc1ccc(-c2cc(CCCC(=O)NCCC(C)C)no2)cc1	·	-3	-5	·	4	-41	-1	·
O=C(CN(Cc1ccccc1Cl)C(=O)CN1C(=O)CSc2ccccc21)NC1CC1	0.0	-8	2	-1	4	-2	-1	2
CCOC(=O)[C@H](C)N1[C@H](C)[C@H](c2ccccc2)Oc2ccc(Cl)cc2S1(=O)=O	-0.1	-11	13	0	0	6	0	0
O=C(NCC[C@H]1CC[C@@H](NC(=O)c2cccnc2)[C@H](CO)O1)Nc1ccc(Cl)cc1	-0.1	6	9	-1	0	26	-3	12
Cn1ncc(SCc2ccccc2)c(Cl)c1=O	·	2	-1	12	-3	·	-1	-4
CNC(=O)c1c(NC(=O)c2ccco2)sc(C)c1C	·	-2	-15	-1	-2	0	0	6
CCOc1ccccc1NC(=O)CNC(=O)c1nn(-c2ccc(OC)c(OC)c2)c(=O)c2ccccc12	·	0	-8	-8	5	3	-1	-3
COc1ccc(Cl)cc1NC(=O)CN(C)C(=O)C1COc2ccccc2O1 (centres undefined)	0.5	2	-5	7	-6	7	3	-4
COc1cc2c(cc1OC)C(C(=O)Nc1ccc(F)c(Cl)c1)CC(=O)N2 (centres undefined)	·	0	-1	-2	4	2	5	1
Cc1cccc(S(=O)(=O)N2C[C@H]3[C@@H](c4ccccc42)[C@H](CO)N3Cc2ccc3c(c2)OCO3)c1	0.1	-1	-54	-1	1	-3	1	-5
O=C(NCCCN1CCOCC1)c1cccc(NS(=O)(=O)c2ccc(Br)cc2)c1	-0.1	4	-1	4	-5	8	-3	4
Cc1cc(C(=O)Nc2ccc3c(c2)C(=O)N(C)[C@@H]2CC[C@H](CC(=O)NCc4ccc(-c5ccccc5)cc4)O[C@H]2CO3)no1	·	14	16	1	-1	-11	-3	-3
CC1CCCC(NC(=O)COC(=O)/C=C/c2ccc(F)cc2)C1C (centres undefined)	0.2	-5	-17	1	·	4	-3	2
C[C@H]1CN([C@@H](C)CO)C(=O)c2cccc(NC(=O)Nc3cccc4ccccc34)c2O[C@@H]1CN(C)S(=O)(=O)c1ccc(F)cc1	-0.8	·	3	·	-3	-3	0	·
N#CC1(Nc2ccccc2)C(=O)Nc2ccccc21 (centres undefined)	·	-2	·	-2	·	3	·	-13
O=C(O)CCCCCNc1nc(-c2ccccc2)nc2ccccc12	0.1	3	-15	-4	0	-7	-5	5
O=C(NCC(=O)N1CCN(c2ccccc2)CC1)c1ccccc1	-0.1	-10	-10	0	2	14	0	-10
COC(=O)c1ccc(COc2ccc(C=O)cc2)o1	0.0	-2	-11	1	-1	6	-1	-3
O=C(NCCCn1cccn1)C1CCC(=O)N(CCc2ccccc2)C1 (centres undefined)	·	-8	-5	1	3	-4	-5	12
O=C(CCc1ccccc1)N/N=C/c1cccc([N+](=O)[O-])c1	·	-6	0	·	-10	·	0	·
CCOC(=O)N1CCN(Cc2c(F)cccc2Cl)CC1	·	0	·	-1	·	-6	·	-12
CCOC(=O)[C@]12CCCC=C1N(Cc1ccccc1)C(=O)[C@H](CC(=O)N1CCOCC1)C2	2.6	·	-2	·	0	·	-2	·

Outcome played no part in choosing rows; any-hit rate near 3.2%.
